NS3 helicase inh: inhibitors of HCV NS3 helicase, primary screen, biochemical, Cy5 molecular beacon fluorescence. Hepatitis C virus NS3 helicase. NS3 helicase DNA unwinding. inhibition, % at 10.9 µM. 0.56% of 290,000 active. AID 1800, 2009;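 active = inhibition above the mean of all tested compounds plus 3 SD, set per campaign, cut at about 35% in these data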;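 note: 0% = DMSO wells and 100% = thioflavine S control wells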
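Compound dosing – single dose, 10.9 µM nominal final, DMSO 0.8% final · System – NS3 helicase fragment of HCV · Buffer or medium – MOPS pH 6.5, MgCl2, DTT, Tween20, BSA · Signal – Cy5 beacon fluorescence read at start and 1 h · Also added – annealed dual-labelled DNA beacon duplex, ATP-started · Schedule – 1 h at 25 °C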
IDE inh: human IDE inhibitors in live cells, primary screen, fluorescence polarization, HEK cells, FAbetaB substrate; Insulin-degrading enzyme (Homo sapiens), P14735; FAbetaB cleavage; inhibition, % at 5.59 µM; 0.41% of 320,000 active; AID 434962, 2010;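 active = percent inhibition above the average of all tested compounds plus 3 SD, set per screening campaign, cut at about 16% in these data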;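 note: IDE supplied by intact live HEK cells; FP after avidin binding of uncleaved biotin substrate so inhibition keeps polarization high; 0% = DMSO wells and 100% = 60 µM reference IDE inhibitor Ii1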
IMP-1 inh: IMP-1 metallo-beta-lactamase inhibitors, primary screen, biochemical, epi-absorbance readout, Pseudomonas aeruginosa enzyme. metallo-beta-lactamase IMP-1 (Pseudomonas aeruginosa). inhibition, % at 5.6 µM. purified IMP-1, nitrocefin hydrolysis, epi-absorbance fluorescence. 0.45% of 290,000 active;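 active = inhibition above the mean plus 3 SD of all compounds in the same screening run, cut at about 4.5% in these data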;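 note: 0% = IMP-1 with DMSO and 100% = DMSO wells lacking enzyme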
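Assay system: purified recombinant IMP-1 beta-lactamase. Input: IMP-1 0.2 nM before substrate addition. Buffer or medium: Zinc- and detergent-supplemented HEPES buffer, pH 7.1. Schedule: 25 °C, 15 min preincubation, 25 min reaction. Signal: Epi-absorbance fluorescence, 480 nm excitation, 530 nm emission. Evaluation: percent inhibition from optical density relative to buffer-blank wells.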
CRFBP-R2 block: antagonists of CRF-BP/CRF-R2 complex, primary screen, cell-based, HEK293, calcium dye fluorescence, uHTS. CRF-induced calcium fluorescence. inhibition, % at 11.8 µM. 0.59% of 350,000 active;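 active = inhibition of the ligand-induced calcium signal above about 50% at the single tested concentration, limit read from the data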
VIM-2 inhibitor: VIM-2 metallo-beta-lactamase inhibitors, primary screen, biochemical, epi-absorbance readout, Pseudomonas aeruginosa enzyme; AID 1527, 2009; inhibition, % at 5.6 µM; 0.89% of 290,000 active; purified VIM-2, nitrocefin hydrolysis, epi-absorbance fluorescence;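 active = inhibition above the mean of all tested compounds plus 3 SD, cutoff set per screening run, cut at about 7.5% in these data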;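 note: red hydrolysis product quenches plate fluorescence so inhibitors raise well fluorescence; 0% = enzyme with DMSO and 100% = DMSO without enzyme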
UBC9 SUMO inh: inhibitors of in vitro SUMOylation cascade, primary screen, biochemical, HTRF, uHTS. HTRF SUMOylation assay, SAE1/SAE2 + UBC9. inhibition, % at 35 µM. 0.36% of 290,000 active; in the data active = inhibition above about 50%, passing the limit was not always enough; note: strong numbers were not always called active
Target sequence (P63279 whole entry, looked up): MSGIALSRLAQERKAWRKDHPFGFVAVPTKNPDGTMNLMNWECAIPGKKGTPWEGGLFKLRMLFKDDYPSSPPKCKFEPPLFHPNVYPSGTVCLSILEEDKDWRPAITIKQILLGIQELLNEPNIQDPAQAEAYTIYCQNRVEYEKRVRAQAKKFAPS
p-CIP stab down: p/CIP-EGFP fusion destabilizers, primary screen, fluorescence, F442A cells; decrease of EGFP signal, % at 10 µM; Q05BA5; AID 1984, 2009; 0.01% of 290,000 active; 16 h;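 active = EGFP signal decrease of at least 30% at 10 µM or well 3 SD below plate mean, unless failing retest; inactive = the rest, including hits failing retest or dose response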; note: some compounds called inactive have numbers as strong as hits; many of its hits are not listed in these tables
GalR3 antag: GalR3 antagonists in HEK293 cells, primary screen, cell-based, fluorescence readout; Galanin receptor type 3 (Homo sapiens), O60755; HEK293 GalR3-CNG cAMP membrane potential fluorescence; galR3 body fused to GalR1 C-terminus; inhibition, % at 3 µM; 0.44% of 360,000 active;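 active = inhibition above the screen-wide average plus 3 SD, cut at about 13% in these data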;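 note: forskolin and galanin both at EC90 stimulate the cells; cAMP rise reported by CNG channel membrane potential dye signal; 0% = forskolin plus galanin with DMSO and 100% = forskolin alone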
Target sequence (O60755 1-299 limits assumed): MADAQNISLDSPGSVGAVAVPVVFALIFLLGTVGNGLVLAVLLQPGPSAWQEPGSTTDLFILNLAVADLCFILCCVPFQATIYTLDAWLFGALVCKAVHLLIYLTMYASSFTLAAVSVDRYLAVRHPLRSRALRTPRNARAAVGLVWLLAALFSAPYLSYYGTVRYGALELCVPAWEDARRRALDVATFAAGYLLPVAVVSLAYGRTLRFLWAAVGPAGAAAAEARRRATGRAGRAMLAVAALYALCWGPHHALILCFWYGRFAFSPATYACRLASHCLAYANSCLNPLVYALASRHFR
IDE cell activ: human IDE activators in live cells, primary screen, fluorescence polarization, HEK cells, FAbeta-B substrate | activation, % at 5.96 µM | FAbeta-B cleavage; 0% vehicle, 100% cell-free pure enzyme wells | 0.073% of 340,000 active;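 active = activation above the mean of all tested compounds plus 3 SD, set per screening campaign, cut at about 17% in these data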
* hit, by the source's call; nt = no result given.

Molecule	NS3 helicase inh	IDE inh	IMP-1 inh	CRFBP-R2 block	VIM-2 inhibitor	UBC9 SUMO inh	p-CIP stab down	GalR3 antag	IDE cell activ
Cc1cccc2sc(N(CCCN(C)C)C(=O)CCc3ccccc3)nc12	-89	-1	-0.1	-29	-2.0	-4	-2	-2	3
Cc1nc(SCC(=O)N(C)Cc2ccco2)c2c(C)c(C)sc2n1	6	-1	-3.2	-35	4.8	21	-7	-3	-2
CC1CC(C)CN(S(=O)(=O)c2cccc(C(=O)OCCN3CCCC3=O)c2)C1 (stereo not drawn)	0	10	-2.7	8	-3.3	-4	-11	-1	-8
CN(C(=O)CCc1nc2ccccc2c(=O)[nH]1)C1CCS(=O)(=O)C1 (stereo not drawn)	nt	-2	nt	-1	nt	nt	nt	-5	2
CCOc1ccc(NC(=O)CN(C)CC(=O)Nc2cc(Cl)ccc2C#N)cc1OCC	-4	-5	-1.5	4	0.1	10	-4	2	0
CCC(=O)Nc1nnc(-c2ccncc2)s1	1	1	-1.5	8	0.5	26	-4	-4	0
Cc1ccc(S(=O)(=O)N2CCCCC2C(=O)N(C)c2ccccc2)cc1 (stereo not drawn)	-3	2	-2.0	4	-1.0	8	-7	-3	-3
O=C(CCNC(=O)c1ccccc1Cl)NCC(c1ccco1)N1CCCC1 (stereo not drawn)	nt	-9	nt	1	nt	nt	nt	-2	4
CN(C)C(=O)C#Cc1ccccc1	3	4	-2.0	-6	-2.1	4	5	-7	2
COc1cccc(C(=O)Oc2ccc(/C=N/NC(=O)c3ccncc3)cc2OC)c1	-11	1	1.5	-17	-1.3	-12	5	-9	1
Cc1ccc(C(=O)NCC(=O)NCC(=O)OCC(=O)c2ccc([N+](=O)[O-])cc2)cc1	-1	4	-2.2	-8	0.4	29	-9	-4	-10
Nc1ccc(C2CCCc3nonc32)c2nonc12 (stereo not drawn)	11	2	0.2	27	6.7	3	-12	4	-1
Cc1cc2c(cc1C)CSC(c1ccccc1OC(=O)C(C)(C)C)SC2	-10	-1	-4.8	4	-5.1	-19	-2	3	4
OC(CNCC1CCCO1)Cn1c2ccc(Br)cc2c2cc(Br)ccc21 (stereo not drawn)	-69	0	-1.4	-26	0.2	-24	-18	1	-1
O=C(CSc1nnc2ccccn12)N1CCc2ccccc2C1	2	2	-1.3	5	0.3	11	-11	5	0
CC1=NC(C#N)=C(C#N)NC(C)(C)C1	-3	-1	-2.1	-4	0.4	8	-1	-2	3
Cc1nc2ccccc2n1CC(O)COC1CCCCC1 (stereo not drawn)	1	0	-0.7	53*	-2.7	-4	-10	nt	9
COc1cc(NC(=O)c2cccs2)c(OC)cc1NC(=O)CCC(=O)Nc1ccc2ncccc2c1	-10	nt	-1.7	-26	-3.4	44	-2	-1	4
CC(C(=O)NCCN1CCOCC1)c1ccc([N+](=O)[O-])cc1 (stereo not drawn)	4	-4	-2.9	13	-3.5	6	0	-2	4
CC(OC(=O)/C=C/c1ccco1)C(=O)NC1CCCCC1C (stereo not drawn)	nt	2	nt	-4	nt	nt	nt	-7	1
COc1cnc(-c2ccccc2)c(-c2ccccc2)n1	nt	-2	nt	39	nt	nt	nt	-4	-5
CCCSc1ccc([C@H]2N[C@@](Cc3ccccc3)(C(=O)OC)[C@H]3C(=O)N(CC)C(=O)[C@@H]23)cc1	nt	2	nt	-12	nt	nt	nt	-8	6
Cc1ccc(S(=O)(=O)NCC(=O)N2CCC(C)CC2)cc1	4	1	-5.0	0	-1.3	12	-6	3	0
O=C(CSc1nnc(-c2ccc3c(c2)OCCO3)o1)NC1CCCCC1	1	-2	-3.5	nt	-1.0	18	-15	nt	nt
Cc1ccc(NC(=O)c2cnc(SCC(=O)NCC3CCCO3)n(C)c2=O)cc1C (stereo not drawn)	nt	-4	nt	-7	nt	nt	nt	-2	-2
COc1ccc(OCc2cccc(C(=O)Nc3cc(C)on3)c2)cc1	-6	-3	-7.7	-13	-0.6	-14	-12	-5	-2
CCN(CC)CCN(Cc1cc2cc3c(cc2[nH]c1=O)OCCO3)C(=S)NC	3	1	-0.2	2	-0.4	11	13	-11	-5
O=C(O)COc1ccc(S(=O)(=O)N2CCCC2)cc1	7	0	-0.4	6	-1.7	0	8	-6	3
COc1ccc(-c2csc(N(CC3CCCO3)C(=O)c3ccc(C)cc3)n2)cc1 (stereo not drawn)	-1	-1	-2.2	8	-0.4	-35	-18	1	-5
Cc1nc(N/C(N)=N/S(=O)(=O)c2ccc([N+](=O)[O-])cc2)nc2ccccc12	11	22*	-4.1	-12	-1.7	-6	-1	2	-3
CCOC(=O)C(=O)NN=C(c1ccccc1)c1ccccc1	-7	0	-2.7	-5	-2.4	7	-9	-1	-1
CCOC(=O)c1c(NC(=O)Cn2c(C)nc3ccccc32)sc2c1CCC2	1	9	-3.2	-28	-3.0	-15	-8	-1	-4
COC1C/C(=N\O)C2OC(c3ccccc3)OCC2O1 (stereo not drawn)	20	6	-1.9	10	-1.3	2	6	2	2
CCN(CC)C(=O)CN(C)S(=O)(=O)c1cccc2nsnc12	-3	-1	-0.6	14	-2.0	3	-7	1	-2
Cc1ccc(S(=O)(=O)N(C)C)cc1NC(=O)Nc1ccccc1F	9	-2	-3.1	6	-3.1	-1	-25	4	nt
Cc1ccc(-c2ccc(=O)n(CC(=O)Nc3cccc(C(=O)N4CCN(C)CC4)c3)n2)cc1	-34	5	-0.1	10	0.2	10	-11	-5	-2
O=C(COC(=O)c1c2ccccc2cc2ccccc12)Nc1ncc(C(F)(F)F)cc1Cl	0	3	-2.9	-17	-5.8	17	-4	3	2
Cc1ccc(NC(=O)CSCC(=O)N(C)Cc2ccc(Cl)c(Cl)c2)cc1	nt	-2	nt	-4	nt	nt	nt	-3	1
CCN(CC(=O)Nc1ccc(C)c(F)c1)CC(=O)NC(C)C	-5	-2	-1.1	13	1.7	-4	1	-1	0
C=CCN1c2ccccc2[C@]23C[C@@H](C(=O)OC)N(C(C)=O)C2=NC(C(=O)OC)=C(C(=O)OC)[C@H]13	nt	2	nt	5	nt	22	-6	-5	-5
O=C(NCCCN1CCOCC1)c1cc(-c2ccco2)nc2ccccc12	nt	3	nt	-8	nt	nt	nt	-4	-1
CC(=O)NN1C(=O)/C(=C\c2ccc(O)cc2)SC1=S	-6	36*	-1.6	-5	-1.7	10	-13	-3	-73
CC1(C(=O)O)COC(c2ccc([N+](=O)[O-])cc2)OC1 (stereo not drawn)	-2	0	-1.4	16	-0.2	6	4	-7	8
CCN(CC)CCNCc1cc(Br)ccc1OCC(=O)NCc1ccccc1	-6	1	-2.6	13	-1.8	-1	-16	-7	1
COc1cc2c(cc1O)CC[C@@H]1[C@@H]2CC[C@]2(C)[C@@H](O)CC[C@@H]12	-7	9	0.5	-22	0.4	-1	0	nt	8
CCc1ccc(NC(=O)Cn2nc(C)c([N+](=O)[O-])c2C)cc1	2	-1	-0.7	-1	0.2	12	-3	-5	-3
COc1cc(C(c2c(C)[nH][nH]c2=O)c2c(C)[nH][nH]c2=O)ccc1OCc1ccc([N+](=O)[O-])cc1	1	-3	-5.5	1	-3.1	-51	-1	-3	6
Cc1ccc(CN=C2NC(=O)C(CC(=O)NCCc3ccccc3)S2)cc1 (stereo not drawn)	-4	0	-4.2	nt	-1.5	9	-18	nt	1
O=C(Nc1nc(-c2ccc(S(=O)(=O)N3CCCC3)cc2)cs1)C1COc2ccccc2O1 (stereo not drawn)	-10	5	-5.3	-10	-8.7	-35	2	1	0
COc1c(N)c2ccccc2[nH]c1=O	-1	7	-4.0	-8	-2.2	12	-2	-2	0

Later entries
Molecule	NS3 helicase inh	IDE inh	IMP-1 inh	CRFBP-R2 block	VIM-2 inhibitor	UBC9 SUMO inh	p-CIP stab down	GalR3 antag	IDE cell activ
CCN1CCN(C(=O)CN(CC)S(=O)(=O)c2ccc(Cl)cc2)CC1	2	-4	-6.1	7	-1.2	-8	3	-6	-6
COc1ccc(C2=COc3ccccc3C(=O)N2)cc1	8	0	0.3	-10	-1.0	-1	-2	3	1
CCCOC(=O)c1ccc(NC(=O)c2nc3nc(C)cc(C)n3n2)cc1	0	-6	0.1	-8	0.6	-9	14	-2	1
CC1=NC2(CCCc3c2no[n+]3[O-])N(O)C1(C)C (stereo not drawn)	4	1	-0.8	7	-0.7	13	8	-6	2
CCN(CC)S(=O)(=O)c1ccc2[nH]c(=O)cc(C(=O)Nc3ccccc3N3CCOCC3)c2c1	nt	-1	nt	6	nt	nt	nt	0	0
COc1ccc(C2c3ccsc3CCN2C(=O)C(C)(C)C)cc1 (stereo not drawn)	-4	7	0.0	2	-0.2	9	-19	-5	1
Cc1ccc(NC(=O)COc2ccccc2[N+](=O)[O-])nc1	11	5	-0.2	1	0.1	17	-2	0	2
COc1ccccc1NC(=O)Cn1c(C)cc(=O)c2cccc(OC)c21	4	-2	-1.9	-23	0.5	23	-31	-3	nt
Cn1c(NC(=S)Nc2ccccc2)nc2ccccc21	-20	8	-3.1	-24	-2.5	-5	10	-2	-11
CC(C)(C)C1CCC(=NNc2ncc(C(F)(F)F)cc2Cl)CC1 (stereo not drawn)	-1	-4	-2.6	-16	-1.9	-1	-17	-2	1
Cc1ccc(CN2CCN(/N=C/c3ccc(N(C)C)cc3)CC2)cc1	-2	2	-1.4	-2	-1.9	3	-6	3	nt
O=C(COC(=O)/C=C/c1ccc(OC(F)F)cc1)NCCN1C(=O)CSC1=O	-3	-1	-0.4	3	-2.6	5	0	1	2
Cc1ccn(CC(=O)N/N=C/c2cc([N+](=O)[O-])ccc2O)n1	3	0	-5.0	8	-3.1	14	-9	2	6
Cc1nnc(NC(=O)c2ccc3ccccc3c2)s1	-1	-4	-1.4	-28	0.2	0	6	-1	4
Cc1nc(N2CCN(S(=O)(=O)c3ccccc3C#N)CC2)c2c(-c3cccs3)csc2n1	0	-2	-0.7	-6	-2.9	-18	-7	-7	-9
CC(=O)Nc1ccccc1-c1nc2ccc(C(=O)N3CCN(c4ccccc4)CC3)cc2[nH]c1=O	1	1	-3.5	2	-1.5	15	-13	-1	6
Cc1nc2ccccc2n1C(C)c1ccccc1 (stereo not drawn)	-1	-2	-2.3	13	-1.6	1	2	0	1
